From PubChem BioAssay
APJ antag – APJ receptor antagonism; inhibition, % at 20 µM; 0.32% of 330,000 active; CHO-K1 APJ beta-arrestin complementation, luminescence; AID 2521;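 active = inhibition above about 40% at 20 µM, limit read from the data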;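 note: cells challenged with 10 nM apelin-13 agonist together with compound; plate controls were apelin-13 plus DMSO wells for no effect and DMSO wells lacking apelin-13 for full effect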
Mdm2 MdmX PPI – inhibitors of human Mdm2/MdmX interaction; O15151+Q00987; SaOS-2 split-luciferase Mdm2/MdmX complementation, luminescence; inhibition, % at 8 µM; 3% of 330,000 active; AID 485346;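 active = inhibition of at least 50% at 8 µM in the primary screen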
UPR XBP1 act – activators of adaptive arm of unfolded protein response (XBP1); AID 463104; CHO-XBP1 luciferase reporter, IRE1-XBP1 UPR activation, luminescence; percent of tunicamycin response, DMSO as zero; activation, % at 20 µM; 0.33% of 330,000 active;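 active = versus positive control, 20 µM dose yields 30% or more activation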;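 note: 100% = tunicamycin at 10 µg/mL and 0% = DMSO only wells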
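assay system = CHO-XBP1 luciferase reporter cells | amount = 1000 cells/well | buffer or medium = F12 plus 10% FBS | compound dosing = single point, 20 µM final compound, 1% DMSO | incubation = 16-18 h cell attachment at 37 °C, then 6 h compound exposure | detection = Steady-Glo luminescence read | controls = tunicamycin 10 µg/mL and vehicle-only wells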
CXCR6 inh – blocks human CXCR6 beta-arrestin recruitment. inhibition, % at 20 µM. CHO-K1 PathHunter CXCR6 beta-arrestin, luminescence. AID 602244. 0.36% of 360,000 active. O00574; in the data active = inhibition above about 34%, passing the limit was not always enough;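 note: antagonist mode with CXCL16 agonist at 10 nM final; 0% = 10 nM CXCL16 with DMSO and 100% = unstimulated wells without agonist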
tim23-1 inh – growth inhibitors of tim23-1 mutant yeast | S. cerevisiae tim23-1 growth, BacTiter-Glo luminescence, 24 h | inhibition, % at 20 µM | 1.3% of 330,000 active;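 active = growth inhibition of the mutant yeast at or above 50%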;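 note: temperature-sensitive mutant grown at 25 °C; plate controls were DMSO-treated mutant yeast for no effect and medium wells lacking yeast for full effect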
APJ ag – APJ receptor agonism; activation, % at 20 µM; 0.11% of 330,000 active; CHO-K1 APJ PathHunter beta-arrestin, luminescence; 0% DMSO wells, 100% apelin;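 active = activation more than six SD over the plate average, tested at 20 µM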;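 note: 0% = DMSO alone and 100% = apelin-13 at 10 nM; some results filed as inactive read as strong as hits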
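system = engineered CHO-K1 APJ arrestin reporter cells | input = 1000 cells per well | timing = overnight seeding, 90 min compound at 25 °C, 1 h detection | measured by = enzyme-fragment complementation luminescence | read-out = beta-arrestin recruitment to APJ as agonist activity, luminescent signal | control set = negative DMSO alone, positive Apelin-13 at 10 nM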
EBI2 antag – EBI2 (human) antagonism. EBI2 beta-arrestin recruitment, luminescence, 7a,25-OHC stimulated. inhibition, % at 5 µM. 0.81% of 360,000 active; in the data active = inhibition above about 38%;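 note: enzyme fragment complementation signal reports receptor beta-arrestin coupling in cells; 0% = agonist plus DMSO wells and 100% = wells without agonist; some results beyond the cut were filed as inactive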
Target sequence (P32249 whole entry, looked up, the tested form may be a part): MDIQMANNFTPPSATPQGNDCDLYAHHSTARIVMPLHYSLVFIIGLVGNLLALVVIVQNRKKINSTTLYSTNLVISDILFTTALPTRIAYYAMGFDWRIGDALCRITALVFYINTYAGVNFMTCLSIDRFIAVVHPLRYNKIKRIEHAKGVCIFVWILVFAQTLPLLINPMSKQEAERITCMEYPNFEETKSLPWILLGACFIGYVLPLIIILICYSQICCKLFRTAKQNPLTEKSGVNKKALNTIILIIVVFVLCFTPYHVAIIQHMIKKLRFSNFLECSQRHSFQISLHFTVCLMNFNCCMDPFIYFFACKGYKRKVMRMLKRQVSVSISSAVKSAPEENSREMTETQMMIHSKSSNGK
CCR6 antag – blocks CCL20-driven beta-arrestin recruitment at human CCR6; 0.49% of 340,000 active; P51684; AID 493098; CHO-K1 CCR6 PathHunter beta-arrestin, luminescence, CCL20-stimulated; inhibition, % at 20 µM;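 active = compounds whose inhibition of the agonist-driven luminescence signal at 20 µM reaches about 50%, limit read from the data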;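 note: cells stimulated with CCL20 at 14 nM final; plate controls were DMSO with CCL20 for no effect and DMSO without agonist for full effect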
Target sequence (P51684 whole entry, looked up): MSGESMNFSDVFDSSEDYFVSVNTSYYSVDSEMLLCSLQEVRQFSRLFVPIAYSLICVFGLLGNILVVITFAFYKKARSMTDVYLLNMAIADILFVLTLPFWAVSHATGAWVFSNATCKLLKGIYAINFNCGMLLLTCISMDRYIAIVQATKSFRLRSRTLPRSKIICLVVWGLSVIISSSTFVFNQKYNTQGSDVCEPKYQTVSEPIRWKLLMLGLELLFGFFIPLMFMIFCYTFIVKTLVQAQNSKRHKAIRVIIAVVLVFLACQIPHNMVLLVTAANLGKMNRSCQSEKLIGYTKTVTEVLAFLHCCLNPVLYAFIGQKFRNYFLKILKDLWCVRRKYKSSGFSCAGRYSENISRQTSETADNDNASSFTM
UPR CHOP act – apoptotic UPR (CHOP) activation. 0.34% of 330,000 active. activation, % at 10 µM. CHO-CHOP luciferase reporter, luminescence; percent of tunicamycin response over DMSO baseline. AID 449763;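 active = at 10 µM dose, activation of 40% or more, normalized to positive control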;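 note: 100% = tunicamycin at 10 µg/mL and 0% = DMSO alone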
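Assay system: CHO cells with stable CHOP pathway luciferase reporter; Buffer or medium: F12 plus 10% serum; Times: 16-18 h cell attachment, then 6 h compound exposure, 37 °C; Signal: luciferase luminescence; Read-out basis: percent activation relative to tunicamycin control; Control set: tunicamycin high control, DMSO low control.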
Numbers without * were called inactive; . = not tested or not shown. Some of the compounds tested; count on the stated rates, not on these rows.

SMILES | APJ antag | Mdm2 MdmX PPI | UPR XBP1 act | CXCR6 inh | tim23-1 inh | APJ ag | EBI2 antag | CCR6 antag | UPR CHOP act
CC(=O)Oc1ccc(C(=O)[C@H]2[C@H]3C(=O)N(c4ccc(C)cc4C)C(=O)[C@H]3[C@@H]3C=CC=NN32)cc1 | 16 | 2 | -2 | 6 | 19 | -3 | -2 | 4 | 1.2
Cc1c(C(c2ccccc2)c2c(C)n(C)n(-c3ccccc3)c2=O)c(=O)n(-c2ccccc2)n1C | 9 | -6 | -1 | 5 | -18 | 3 | 5 | 4 | 2.8
Cc1onc(NC(=O)c2ccc(Cl)cc2Cl)c1Br | 7 | -22 | 1 | -5 | 10 | -4 | -1 | 13 | 3.2
COc1ccc(-c2cc(CCCC(=O)N3CCN(c4ccc(OC)cc4)CC3)no2)cc1 | -10 | 41 | -3 | -8 | 7 | 1 | 20 | 14 | -2.2
O=C(CC(=O)Nc1cccc(F)c1)Nc1cccc(F)c1 | 10 | -5 | -3 | -24 | 28 | -3 | -2 | 12 | 4.0
CN(CC(=O)Nn1cnnc1)S(=O)(=O)c1ccccc1 | -6 | 3 | 0 | -1 | -7 | -1 | -2 | -2 | -0.2
COc1ccc(CCNC(=O)C2(C)CCC(=O)N2CCC(C)C)cc1OC (stereo unspecified) | -30 | 12 | 2 | -1 | 12 | -2 | -2 | 2 | 0.5
COCCn1c(=NC(=O)c2sc3ccccc3c2Cl)sc2cc(S(N)(=O)=O)ccc21 | -5 | 41 | -1 | 6 | -14 | 1 | 15 | 6 | -0.6
Cc1ccc(NC(=O)COC(=O)c2ccc(Cl)nc2)cc1S(=O)(=O)N1CCCCC1 | 0 | 5 | 2 | -14 | 14 | -3 | -5 | 11 | -2.9
Cc1c(Br)cc(C(=O)NCc2ccco2)c(C)c1C | -7 | 10 | -4 | 0 | 22 | -7 | 0 | 34 | -2.4
O=C(COC(=O)C(O)C(O)C(=O)OCC(=O)c1ccc(C(F)(F)F)cc1)c1ccc(C(F)(F)F)cc1 (stereo unspecified) | 30 | 18 | -4 | 2 | 5 | -12 | 11 | 24 | 3.5
CCOc1cc(NC(=S)NCC2CCCO2)c(OCC)cc1NC(=O)C1CC1 (stereo unspecified) | 2 | -4 | 0 | -4 | -3 | -2 | -1 | 2 | 1.5
CCCc1nnc2c(N(C)S(=O)(=O)c3ccccc3)nc3ccccc3n12 | 10 | 3 | 1 | 7 | 5 | -1 | -21 | 13 | 0.2
Nc1c(C(=O)Nc2ccccc2)sc2nc3c(c(-c4ccco4)c12)CCCC3 | 19 | -42 | 5 | 9 | -3 | -9 | 31 | 11 | 3.8
COC(=O)c1ccc(OC(=O)c2ccncc2)cc1O | -13 | 29 | -3 | -13 | 20 | -4 | 3 | -1 | 1.9
COc1ccc(CNC(=O)c2ccc(Cn3nc(C)cc3C)o2)cc1 | 13 | -1 | -1 | 0 | -4 | -2 | -2 | 7 | 1.4
c1ccc(CSc2ccc(-c3cccnc3)nn2)nc1 | -1 | 9 | -1 | 7 | 11 | 1 | -8 | 0 | 2.9
Cc1ccccc1C1CCCN(Cc2nc(CC3CC3)no2)C1 (stereo unspecified) | -24 | -18 | -4 | 3 | 13 | -3 | -4 | 4 | 1.5
Cc1cccc(C(=O)OC(C)C(=O)Nc2ccc(S(=O)(=O)Nc3ncccn3)cc2)c1C (stereo unspecified) | 13 | -14 | 0 | 0 | 18 | -3 | 1 | 8 | 1.8
Cc1nnc(SCC(=O)c2c(N)n(C)c(=O)n(C)c2=O)[nH]c1=O | 2 | 14 | -3 | -3 | 22 | -2 | 9 | -1 | -3.4
Cc1nn(-c2ccc(N3CCCCC3)nn2)c(C)c1CCC(=O)Nc1ccc(F)c(F)c1 | -1 | -93 | -3 | 1 | 20 | 13 | 3 | -7 | 7.0
CC(C)C(C(=O)OCC(=O)c1ccccc1)N1C(=O)C2C3C=CC(C3)C2C1=O (stereo unspecified) | 12 | 2 | -5 | -12 | 20 | 1 | -1 | 1 | -0.5
O=C(NCCc1ccccc1)C(=O)c1c[nH]c2ccccc12 | -3 | -61 | -6 | 27 | 13 | 3 | 19 | 10 | 4.5
CCN(CC)CC#CCC(C)(c1ccccc1)c1ccccc1 | -15 | 18 | -1 | 7 | 5 | -5 | 12 | 3 | -1.7
CC(=O)Nc1nc2cc(C(N)=O)ccc2s1 | 11 | 27 | -1 | -3 | 2 | -3 | -5 | 8 | 1.4
SMILES | APJ antag | Mdm2 MdmX PPI | UPR XBP1 act | CXCR6 inh | tim23-1 inh | APJ ag | EBI2 antag | CCR6 antag | UPR CHOP act
O=C(CCCSc1ccccc1)Nc1cccc(CO)c1 | 7 | 5 | -2 | 2 | -6 | -2 | 5 | 17 | -0.8
COc1ccccc1NS(=O)(=O)c1ccc(OC)c([N+](=O)[O-])c1 | 6 | 8 | 10 | 24 | 16 | -3 | -10 | 9 | 0.0
O=C(/C=C/Nc1ccc(S(=O)(=O)Nc2ncccn2)cc1)c1ccc(Cl)c(Cl)c1 | 1 | 6 | -1 | -1 | -12 | -2 | -2 | 0 | 0.7
Cc1ccc(NC(=O)[C@H](Cc2ccccc2)NC(=O)[C@@H]2Cc3ccccc3CN2)c(C)c1 | -24 | -1 | -2 | 9 | 13 | 4 | -2 | -1 | 0.9
COc1ccc2nc3n(c(=O)c2c1)-c1cc(Cl)ccc1C(=O)NC3Cc1ccccc1 (stereo unspecified) | 0 | 21 | 5 | . | 14 | -5 | . | . | 0.1
Cc1ccc(C(=O)NCCCNC(=O)c2ccco2)cc1 | -5 | -18 | 2 | 7 | -1 | 3 | 4 | 11 | 0.7
Cc1sc2nc(Cc3ccccc3)[nH]c(=O)c2c1-c1ccccc1 | 4 | 3 | -2 | -1 | -14 | 1 | -1 | 1 | 3.8
NC(=O)NNc1ncc(C(F)(F)F)cc1Cl | 4 | -14 | 1 | -4 | 8 | -4 | -10 | 10 | -2.2
Cn1ncc(Cl)c1C(=O)Nc1sc2c(c1C(N)=O)CCC2 | 13 | 39 | 4 | -1 | 1 | -11 | 6 | 18 | 4.1
CCOC(=O)c1cc(C#N)c(SC)nc1-c1ccccc1 | -8 | 10 | -1 | -5 | 21 | -2 | 6 | 20 | 8.7
CCc1cccc(NC(=O)C2CCCN(S(=O)(=O)c3cccs3)C2)c1 (stereo unspecified) | 21 | 15 | 1 | 9 | 30 | 0 | -35 | 34 | -0.7
CC(=O)Nc1sc(C)c(C)c1CN1CCN(Cc2ccccc2)CC1 | 11 | 3 | -4 | -3 | 22 | -3 | -5 | 5 | -1.1
COc1ccccc1NS(=O)(=O)c1cccc(C(=O)N2CCCC2)c1 | -6 | 1 | 6 | 15 | 10 | -2 | 2 | 3 | 0.5
COc1ccc(CC(=O)Nc2ccc(S(=O)(=O)N3CCCC3)cc2)cc1OC | 12 | 20 | 0 | 1 | -3 | 1 | 4 | 7 | 0.8
O=C(CCn1ccnc1)Nc1nc2ccccc2[nH]1 | -24 | 2 | -3 | -7 | -9 | 0 | 10 | 11 | -2.7
O=C(NCCCl)NNC(=O)c1cc2ccccc2cc1O | -30 | -8 | 2 | -9 | 19 | 3 | -1 | 5 | 0.6
Cc1ccc(C2CC(c3ccc(Br)cc3)=NN2C(=O)CSC2=NN3CCCC(=O)N=C3S2)cc1 (stereo unspecified) | 11 | 33 | -5 | 15 | 42 | 0 | 13 | 5 | 1.0
CCCCCOc1ccc(CSC(=N)N)cc1[N+](=O)[O-] | 6 | 12 | 2 | -4 | 7 | 2 | 21 | 12 | -0.2
Cc1nnc(SCC(=O)NC23CC4CC(CC(C4)C2)C3)s1 | 11 | -9 | 0 | 2 | 16 | -1 | 0 | 0 | 2.2
O=C1NC(=S)N(C(=O)c2ccc(F)cc2)/C1=C/c1cccnc1 | -3 | -20 | 1 | 2 | 1 | -2 | -1 | 14 | 2.8
CCOc1ccc(Cc2nnc(SCC(=O)Nc3ccc(OC)cc3)n(N)c2=O)cc1 | -46 | -15 | 1 | 3 | -8 | -4 | 1 | 14 | 1.8

By substructure, the compounds so far containing four or more nitrogen atoms
SMILES | APJ antag | Mdm2 MdmX PPI | UPR XBP1 act | CXCR6 inh | tim23-1 inh | APJ ag | EBI2 antag | CCR6 antag | UPR CHOP act
Cc1c(C(c2ccccc2)c2c(C)n(C)n(-c3ccccc3)c2=O)c(=O)n(-c2ccccc2)n1C | 9 | -6 | -1 | 5 | -18 | 3 | 5 | 4 | 2.8
CN(CC(=O)Nn1cnnc1)S(=O)(=O)c1ccccc1 | -6 | 3 | 0 | -1 | -7 | -1 | -2 | -2 | -0.2
CCCc1nnc2c(N(C)S(=O)(=O)c3ccccc3)nc3ccccc3n12 | 10 | 3 | 1 | 7 | 5 | -1 | -21 | 13 | 0.2
c1ccc(CSc2ccc(-c3cccnc3)nn2)nc1 | -1 | 9 | -1 | 7 | 11 | 1 | -8 | 0 | 2.9
Cc1cccc(C(=O)OC(C)C(=O)Nc2ccc(S(=O)(=O)Nc3ncccn3)cc2)c1C (stereo unspecified) | 13 | -14 | 0 | 0 | 18 | -3 | 1 | 8 | 1.8
Cc1nnc(SCC(=O)c2c(N)n(C)c(=O)n(C)c2=O)[nH]c1=O | 2 | 14 | -3 | -3 | 22 | -2 | 9 | -1 | -3.4
Cc1nn(-c2ccc(N3CCCCC3)nn2)c(C)c1CCC(=O)Nc1ccc(F)c(F)c1 | -1 | -93 | -3 | 1 | 20 | 13 | 3 | -7 | 7.0
O=C(/C=C/Nc1ccc(S(=O)(=O)Nc2ncccn2)cc1)c1ccc(Cl)c(Cl)c1 | 1 | 6 | -1 | -1 | -12 | -2 | -2 | 0 | 0.7
NC(=O)NNc1ncc(C(F)(F)F)cc1Cl | 4 | -14 | 1 | -4 | 8 | -4 | -10 | 10 | -2.2
Cn1ncc(Cl)c1C(=O)Nc1sc2c(c1C(N)=O)CCC2 | 13 | 39 | 4 | -1 | 1 | -11 | 6 | 18 | 4.1
O=C(CCn1ccnc1)Nc1nc2ccccc2[nH]1 | -24 | 2 | -3 | -7 | -9 | 0 | 10 | 11 | -2.7
Cc1ccc(C2CC(c3ccc(Br)cc3)=NN2C(=O)CSC2=NN3CCCC(=O)N=C3S2)cc1 (stereo unspecified) | 11 | 33 | -5 | 15 | 42 | 0 | 13 | 5 | 1.0
CCOc1ccc(Cc2nnc(SCC(=O)Nc3ccc(OC)cc3)n(N)c2=O)cc1 | -46 | -15 | 1 | 3 | -8 | -4 | 1 | 14 | 1.8
